Bioassay records as filed in PubChem.
Growth percent in the NCI-60 one-dose screen (48 h, 10 µM unless noted): 100 = growth as untreated, 0 = no growth, -100 = all killed.
M14: M14 melanoma. actives 6.2% (n = 80,000)
UACC-257: UACC-257 melanoma; actives 4.4% (n = 78,000)
UACC-62: UACC-62 melanoma. AID 1794756. actives 5.4% (n = 81,000)
HOP-92: HOP-92 NSCLC cells; actives 6.3% (n = 71,000); AID 1794738
SK-MEL-28: SK-MEL-28 melanoma; actives 4.1% (n = 81,000); AID 1794761
SK-MEL-5: SK-MEL-5 melanoma; AID 1794755; actives 6.4% (n = 80,000)
EKVX: EKVX NSCLC. actives 3% (n = 71,000)
A549/ATCC: A549/ATCC NSCLC; actives 3.7% (n = 81,000); AID 1794740
* marks the source's active call; other numbers are inactive results; x = not tested or not shown; & = joins results of further samples. How the source made its calls: active means growth percent below 10; inactive means the rest.

SMILES	M14	UACC-257	UACC-62	HOP-92	SK-MEL-28	SK-MEL-5	EKVX	A549/ATCC
C1=CC2=CC=C3C=CC=C4C(c5nc6c7ccccc7c7ccccc7c6[nH]5)=CC(=C1)C2C34 (stereo not drawn)	99.3	104.9	61.6	72.9	106.6	101.3	93.5	89.7
O=c1[nH]c(N2CCNCC2)nc2sc3c(c12)CCCC3	99.3	71.9	94.6	61.8	100.6	94.6	85.5	70.0
O=c1[nH]c(Cc2nc3ccccc3s2)nc2cc(Br)ccc12	35.2	72.2	2.8*	84.9	55.1	80.6	87.5	61.0
CC(=N\NC(=O)c1ccccc1)/C(C)=N/NC(=O)c1ccccc1	94.1	106.1	99.7	129.5	102.1	102.2	106.3	105.2
CCOC(=O)/C=C/COC(=O)[C@@H]1CCCN1C(=O)CNC(=O)OC(C)(C)C	99.8	89.5	89.7	x	110.4	100.3	102.3	101.3
CC(NC(=O)/C=C/c1ccco1)C(=O)NC(Cc1ccccc1)C(N)=O (stereo not drawn)	100.8	108.9	110.2	165.1	108.9	106.7	x	105.1
C=CCS(=O)(=O)CC=C	107.9	57.7	102.0	103.1	x	105.6	95.6	76.0
N#C/C(=C\c1ccc([N+](=O)[O-])s1)c1nc2cc(Cl)ccc2s1	-78.1*	55.6	19.5	-37.8*	21.1	-94.4*	7.2*	25.1
COc1ccc(C(=O)CN(C=C(C#N)C#N)c2cccnc2)cc1	96.0	97.1	95.1	84.6	100.3	102.1	91.5	100.3
CCOC(=O)CNCc1ccccc1	92.8	94.0	96.8	94.1	99.3	98.1	98.2	97.4
CN(C)CCOC1(CC2CCCCC2)CCC(C(C)(C)C)CC1 (stereo not drawn)	73.2	69.9	82.8	67.7	91.8	82.0	75.0	67.0
CCNc1nnc2n(Cc3ccccc3)c(=O)c3c4c(sc3n12)CCCC4	57.9	94.8	46.1	76.0	70.7	52.2	88.6	73.3
CCCCCCCCCCCCNC(=O)N[C@H](C(=O)N[C@H]1/C=C/OCCNC(=O)/C=C/[C@H](C(C)C)NC1=O)C(C)C	87.2	93.1	55.4	x	46.3	46.1	86.5	94.7
COc1ccc(C2NC(=O)NC(C)=C2C(=O)c2cnccn2)c(OC)c1 (stereo not drawn)	103.1	101.5	96.4	105.0	101.8	99.7	97.2	102.0
COc1cc(C2CC(=O)Nc3c(-c4ccc(Cl)cc4)nsc32)cc2c1OCO2 (stereo not drawn)	86.6	83.4	85.8	80.6	99.4	46.8	x	75.5
Cc1ccccc1Nc1n[nH]c(=S)s1	112.9	96.3	113.0	110.4	106.3	111.8	118.0	82.1
c1ccc([C@H]2CN3CCSC3=N2)cc1	85.8	103.8	99.0	x	x	102.7	98.3	102.0
CC(=O)Nc1ccc2c(c1)C(=O)c1cccc(C(=O)O)c1-2	107.4	105.3	109.0	96.6	97.9	95.5	106.8	97.6
CN(C)c1ccc(/C=C/c2cc[n+](C)c(/C=C/c3ccc(N(C)C)cc3)c2)cc1	14.4	-18.8*	12.3	x	20.6	-95.6*	x	14.5
COc1ccc(-c2ccnc3c2c(-c2ccccc2)nn3-c2ccccc2)cc1	88.6	92.2	82.9	x	98.6	98.0	103.7	88.1

Whole records, quoted from the list. Order of values: M14, UACC-257, UACC-62, HOP-92, SK-MEL-28, SK-MEL-5, EKVX, A549/ATCC
C1=CC2=CC=C3C=CC=C4C(c5nc6c7ccccc7c7ccccc7c6[nH]5)=CC(=C1)C2C34 (stereo not drawn) across the screens: 99.3, 104.9, 61.6, 72.9, 106.6, 101.3, 93.5, 89.7
CCCCCCCCCCCCNC(=O)N[C@H](C(=O)N[C@H]1/C=C/OCCNC(=O)/C=C/[C@H](C(C)C)NC1=O)C(C)C across the screens: 87.2, 93.1, 55.4, x, 46.3, 46.1, 86.5, 94.7
CCOC(=O)CNCc1ccccc1 across the screens: 92.8, 94.0, 96.8, 94.1, 99.3, 98.1, 98.2, 97.4

Later entries
SMILES	M14	UACC-257	UACC-62	HOP-92	SK-MEL-28	SK-MEL-5	EKVX	A549/ATCC
Nc1nonc1-n1nncc1-c1ccc2c(c1)OCO2	105.4	97.9	105.2	x	104.9	x	94.0	98.2
COc1cc(/C=N/NC(=O)c2cn(C3CC3)c3cc(N4CCNCC4)c(F)cc3c2=O)ccc1O	108.3	106.3	101.1	78.8	98.5	101.0	101.0	114.7
COc1ccc(CCn2cnn3c(=O)c4ccccc4nc3c2=O)cc1OC	105.8&94.0	111.9&100.6	102.4&110.7	88.7&93.6	125.0&108.5	97.0&100.8	105.7	106.5&104.3
Cc1c(C(=O)O)nnn1-c1nc(-c2ccccc2)cs1	x	78.2	85.7	82.5	112.4	98.3	99.5	78.8
COC(=O)c1ccc2oc(NC(=O)c3ccc(N4CCOCC4)c([N+](=O)[O-])c3)nc2c1	98.8	97.9	90.6	84.9	97.4	103.9	96.6	98.7
O=c1[nH]nnc2c1ncn2C1OC(CO)C(O)C1O (stereo not drawn)	36.2	65.2	58.0	35.7	102.2	91.8	x	49.7
Cc1cccc(N)n1	101.5	101.2	102.2	92.3	112.6	103.6	x	104.3
CC(=O)O[C@H]1[C@H](CC#CC#CC[C@@H]2C[C@]3(C)[C@H]4CC=C5[C@H]6[C@@H](C)[C@H](C)CC[C@]6(C(=O)NCCN(CCN)CCN)CC[C@@]5(C)[C@]4(C)CC[C@H]3C(C)(C)[C@H]2OC(C)=O)C[C@]2(C)[C@H]3CC=C4[C@H]5[C@@H](C)[C@H](C)CC[C@]5(C(=O)NCCN(CCN)CCN)CC[C@@]4(C)[C@]3(C)CC[C@H]2C1(C)C	63.1	96.0	40.9	48.6	85.0	92.2	-6.4*	43.0
C/C=C/[C@@H]1C=C[C@@H]2C[C@H](C)CC[C@H]2[C@]1(C)/C(O)=C1/C(=O)[C@H](CO)N(C)C1=O	62.2	x	46.9	56.9	63.2	52.4	55.6	42.3
O=S1(=O)NC2c3ccccc3C=CN2c2ccncc21 (stereo not drawn)	142.2	112.1	94.9	58.0	101.4	69.8	44.1	118.5
N#CC(C#N)=C(C#N)NCc1ccco1	100.8	90.1	101.6	86.4	108.4	102.7	106.5	94.8
CC1=N/C(=C\c2ccc(C(C)C)cc2)C(=O)N1CCc1ccc(S(N)(=O)=O)cc1	110.5	110.4	95.8	85.0	105.3	100.5	91.4	110.8
Cc1ccc(-n2cnc3c(=O)[nH]cnc32)cc1[N+](=O)[O-]	111.1	102.9	102.7	103.5	114.6	107.4	69.7	98.7
COc1cc(OC)c(S(=O)(=O)NNC(=O)c2ccncc2)cc1C(=O)/C=C/c1ccc(C)cc1	56.4	99.6	76.2	42.1	103.9	94.2	85.7	93.4
NC(N)=N/N=C(\C=C\c1ccccc1)C(=O)O	104.2	101.2	115.9	77.9	111.6	107.9	99.7	96.6
COc1cc(-c2nn(CN3CCN(S(=O)(=O)c4ccc(Cl)cc4)CC3)c(=S)o2)cc(OC)c1OC	x	113.1	92.3	88.2	97.9	92.6	98.2	103.6
C[C@H]1[C@H]2[C@H]3CC[C@@H]4[C@@]5(C)C/C(=C/c6ccco6)C(=O)C(C)(C)[C@@H]5CC[C@@]4(C)[C@]3(C)CC[C@]23CO[C@]1(C)[C@@H](C(=O)/C=C\c1ccco1)C3	60.5	31.5	26.0	87.1	43.9	55.7	107.5	88.3
Clc1ccc(-c2ccc(OCCCN3CCN(c4ccncc4)CC3)cc2)cc1	-54.6*	90.2	74.0	15.9	90.1	13.7	30.7	59.1
Cc1nn(-c2ccccc2)c(-n2ccnc2)c1/C=N/Nc1nc(-c2ccc(F)cc2)cs1	79.7	75.6	74.9	42.9	97.6	31.4	49.5	65.0
c1cc(-c2nnc3n2CCc2sccc2-3)ccn1	105.8	95.5	90.2	90.9	111.3	x	103.7	89.5
Cc1nc(Nc2ccc(F)c(Cl)c2)sc1C(=O)O	19.2	4.4*	x	-23.8*	x	x	8.6*	12.9
N#Cc1ccc([N+](=O)[O-])cc1OCCCN1CCCCC1	104.2	109.4	86.9	128.4	110.8	85.5	99.3	106.8
Nc1nnc(-c2ccc(Nc3nccc(Cl)n3)cc2)s1	99.0	118.5	95.4	109.0	102.5	104.2	88.1	114.6
COc1ccc(-n2ncc3c2CCc2cc(S(=O)(=O)c4ccccc4)c(OC)nc2-3)cc1	83.0	75.7	62.6	29.5	94.7	46.4	53.5	74.6
CCOC(=O)C(O)C(=O)OCc1ccc2ccccc2n1 (stereo not drawn)	108.0	80.3	93.8	92.4	114.6	100.9	101.4	90.3
C=CCN(C#N)CC=C	94.0	99.7	100.0	104.5	96.3	100.8	x	95.3
CC1CN(CCNC(=O)n2cc(-c3ccncc3)c(-c3ccc(Cl)c(O)c3)n2)CC(C)O1 (stereo not drawn)	60.4	106.2	66.1	49.1	94.5	101.7	110.0	111.7
COc1ccc(-c2nc(N=Nc3c(O)[nH]c4ccc(Br)cc34)[nH]c(=O)c2C#N)cc1OC	99.9	99.9	99.4	90.1	114.9	x	96.8	101.8
COc1ccc(/C=C/C(=O)c2c(O)c(C)c(O)c3c2OC2=CC(O)=C(C(C)=O)C(=O)[C@]23C)cc1	-8.0*	-19.2*	-59.9*	-18.8*	-50.7*	-85.5*	-2.9*	-26.8*
Cc1cc2nc(CC(=O)c3ccccc3)c(CC(=O)c3ccccc3)nc2cc1C	87.2	105.7	79.4	74.8	87.4	94.9	61.1	98.9
CCCN1[C@@H]2CC[C@H]1/C(=C\c1ccc(OC)c(OC)c1)C(=O)/C2=C/c1ccc(OC)c(OC)c1	43.1	42.1	32.0	39.8	73.2	18.1	37.7	49.3
C[C@@H]1NC(=O)[C@H](Cc2ccccc2)N(Cc2ccco2)C1=O	105.3	87.6	83.0	98.3	103.7	97.7	116.4	87.0
COc1cc(C2CC(c3cc(OC)c(OC)c(OC)c3)=Nc3c(N)nc(N)nc3N2)ccc1Oc1nc(NCCO)nc(N2CCOCC2)n1 (stereo not drawn)	102.0	104.5	102.4	103.2	107.9	99.0	84.3	99.2
O=C1NC(=O)C(c2c[nH]c3ncccc23)=C1c1cccc2ccccc12	98.1	114.8	81.7	114.8	97.1	86.7	42.3	87.5
COc1ccc(-c2cc(-c3ccc(Nc4ncnc5cc(Cl)ccc45)cc3)nc(N3CCCCC3)n2)cc1OC	104.4	103.1	90.1	92.5	104.0	97.0	101.6	100.1
Clc1ccc(N/N=c2/oc3ccccc3cc2-c2cc3ccccc3[nH]2)cc1	66.5	84.1	73.9	x	97.7	82.5	70.2	76.2
CC(=O)O[C@@H]1CCN2C(=O)Nc3ncccc3[C@@H]2C1	98.6	x	x	102.9	x	104.7	110.1	102.7
COC(=O)C(=[N+]=[N-])C(=O)c1cccc([N+](=O)[O-])c1	88.2	71.6	91.9	80.8	108.7	101.1	100.0	67.5
O=C(NC1CCCCC1)C1=NCCCCN1	105.5	95.4	97.3	100.0	105.8	101.6	101.5	101.0
CC1S/C(=N\NC(=O)Cc2csc3nc(-c4ccc(Br)cc4)cn23)N(C)C1=O (stereo not drawn)	96.5	x	96.5	122.9	89.6	84.6	x	83.7

Rewritten comma-delimited: entries from further up.
structure,M14,UACC-257,UACC-62,HOP-92,SK-MEL-28,SK-MEL-5,EKVX,A549/ATCC
COc1ccc(-c2nc(N=Nc3c(O)[nH]c4ccc(Br)cc34)[nH]c(=O)c2C#N)cc1OC,99.9,99.9,99.4,90.1,114.9,x,96.8,101.8
CC1S/C(=N\NC(=O)Cc2csc3nc(-c4ccc(Br)cc4)cn23)N(C)C1=O (stereo not drawn),96.5,x,96.5,122.9,89.6,84.6,x,83.7
COC(=O)C(=[N+]=[N-])C(=O)c1cccc([N+](=O)[O-])c1,88.2,71.6,91.9,80.8,108.7,101.1,100.0,67.5

Next results follow.
SMILES	M14	UACC-257	UACC-62	HOP-92	SK-MEL-28	SK-MEL-5	EKVX	A549/ATCC
c1cc2[nH]c3ccncc3c2cn1	97.2&130.2	102.5&97.1	95.3&109.7	93.8&112.4	112.3&100.9	99.2&106.9	119.6	103.0
Cc1ccncc1C(N)=O	103.4	109.8	95.8	x	114.2	100.4	106.0	108.4
Cc1ccc(S(=O)(=O)N/N=C2\CC3CCC2(C)C3(C)C)cc1 (stereo not drawn)	77.9	87.8	77.2	95.6	102.3	101.2	105.0	81.8
Cc1c(C)c2c(c(C)c1OC(=O)CCC(=O)[O-])CCC(C)(CCCCCCCCCCC[P+](c1ccccc1)(c1ccccc1)c1ccccc1)O2 (stereo not drawn)	-60.3*	-54.2*	-54.1*	-82.7*	-77.3*	-98.3*	-25.1*	-2.6*
Cn1c(C#N)ccc1-c1ccc(F)c(NC(=O)c2ccc(F)cc2)c1	59.8	107.1	60.8	70.5	86.5	75.9	82.2	83.2
O=C(Cc1ccccc1[N+](=O)[O-])c1ccc2c(c1)OCO2	103.2	98.7	88.8	82.0	105.0	103.0	97.5	98.1
COc1ccc(-n2c(C(O)c3ccccc3)n[nH]c2=S)cc1 (stereo not drawn)	90.0	90.4	88.2	83.6	115.0	106.8	x	102.5
CN1CCC(NC(=O)Nc2ncccc2OCc2ccccc2)CC1	97.8	96.8	86.9	75.8	108.5	78.8	101.4	84.3
O=c1[nH]c(Cl)ncc1F	67.7	98.2	63.3	97.7	78.2	76.7	111.6	49.1
O=c1oc2c(Cl)cc(Cl)cc2cc1-c1nc2ccccc2[nH]1	104.3	93.0	90.8	85.3	107.1	95.3	x	97.0
OCCN/N=C/c1ccncc1	112.4	108.1	101.7	x	113.6	116.9	110.7	106.7
Cc1ccccc1C(=O)Nc1ccccc1	107.5	x	x	94.9	113.7	106.8	101.2	87.5
N=C(N)S(=O)O	99.7	98.9	97.6	90.3	106.4	97.6	108.2	89.6
